# TcdB GH inh = TcdB glycohydrolase inhibitors, primary screen, biochemical, single point, plate reader. TcdB glycohydrolase enzymatic assay. AID 652162, 2013. actives 0.24% (n = 350,000). Toxin B (Clostridioides difficile), P18177. inhibition, % at 9.99 µM; in the data active = inhibition above about 10%
# Target sequence (P18177 whole entry, looked up): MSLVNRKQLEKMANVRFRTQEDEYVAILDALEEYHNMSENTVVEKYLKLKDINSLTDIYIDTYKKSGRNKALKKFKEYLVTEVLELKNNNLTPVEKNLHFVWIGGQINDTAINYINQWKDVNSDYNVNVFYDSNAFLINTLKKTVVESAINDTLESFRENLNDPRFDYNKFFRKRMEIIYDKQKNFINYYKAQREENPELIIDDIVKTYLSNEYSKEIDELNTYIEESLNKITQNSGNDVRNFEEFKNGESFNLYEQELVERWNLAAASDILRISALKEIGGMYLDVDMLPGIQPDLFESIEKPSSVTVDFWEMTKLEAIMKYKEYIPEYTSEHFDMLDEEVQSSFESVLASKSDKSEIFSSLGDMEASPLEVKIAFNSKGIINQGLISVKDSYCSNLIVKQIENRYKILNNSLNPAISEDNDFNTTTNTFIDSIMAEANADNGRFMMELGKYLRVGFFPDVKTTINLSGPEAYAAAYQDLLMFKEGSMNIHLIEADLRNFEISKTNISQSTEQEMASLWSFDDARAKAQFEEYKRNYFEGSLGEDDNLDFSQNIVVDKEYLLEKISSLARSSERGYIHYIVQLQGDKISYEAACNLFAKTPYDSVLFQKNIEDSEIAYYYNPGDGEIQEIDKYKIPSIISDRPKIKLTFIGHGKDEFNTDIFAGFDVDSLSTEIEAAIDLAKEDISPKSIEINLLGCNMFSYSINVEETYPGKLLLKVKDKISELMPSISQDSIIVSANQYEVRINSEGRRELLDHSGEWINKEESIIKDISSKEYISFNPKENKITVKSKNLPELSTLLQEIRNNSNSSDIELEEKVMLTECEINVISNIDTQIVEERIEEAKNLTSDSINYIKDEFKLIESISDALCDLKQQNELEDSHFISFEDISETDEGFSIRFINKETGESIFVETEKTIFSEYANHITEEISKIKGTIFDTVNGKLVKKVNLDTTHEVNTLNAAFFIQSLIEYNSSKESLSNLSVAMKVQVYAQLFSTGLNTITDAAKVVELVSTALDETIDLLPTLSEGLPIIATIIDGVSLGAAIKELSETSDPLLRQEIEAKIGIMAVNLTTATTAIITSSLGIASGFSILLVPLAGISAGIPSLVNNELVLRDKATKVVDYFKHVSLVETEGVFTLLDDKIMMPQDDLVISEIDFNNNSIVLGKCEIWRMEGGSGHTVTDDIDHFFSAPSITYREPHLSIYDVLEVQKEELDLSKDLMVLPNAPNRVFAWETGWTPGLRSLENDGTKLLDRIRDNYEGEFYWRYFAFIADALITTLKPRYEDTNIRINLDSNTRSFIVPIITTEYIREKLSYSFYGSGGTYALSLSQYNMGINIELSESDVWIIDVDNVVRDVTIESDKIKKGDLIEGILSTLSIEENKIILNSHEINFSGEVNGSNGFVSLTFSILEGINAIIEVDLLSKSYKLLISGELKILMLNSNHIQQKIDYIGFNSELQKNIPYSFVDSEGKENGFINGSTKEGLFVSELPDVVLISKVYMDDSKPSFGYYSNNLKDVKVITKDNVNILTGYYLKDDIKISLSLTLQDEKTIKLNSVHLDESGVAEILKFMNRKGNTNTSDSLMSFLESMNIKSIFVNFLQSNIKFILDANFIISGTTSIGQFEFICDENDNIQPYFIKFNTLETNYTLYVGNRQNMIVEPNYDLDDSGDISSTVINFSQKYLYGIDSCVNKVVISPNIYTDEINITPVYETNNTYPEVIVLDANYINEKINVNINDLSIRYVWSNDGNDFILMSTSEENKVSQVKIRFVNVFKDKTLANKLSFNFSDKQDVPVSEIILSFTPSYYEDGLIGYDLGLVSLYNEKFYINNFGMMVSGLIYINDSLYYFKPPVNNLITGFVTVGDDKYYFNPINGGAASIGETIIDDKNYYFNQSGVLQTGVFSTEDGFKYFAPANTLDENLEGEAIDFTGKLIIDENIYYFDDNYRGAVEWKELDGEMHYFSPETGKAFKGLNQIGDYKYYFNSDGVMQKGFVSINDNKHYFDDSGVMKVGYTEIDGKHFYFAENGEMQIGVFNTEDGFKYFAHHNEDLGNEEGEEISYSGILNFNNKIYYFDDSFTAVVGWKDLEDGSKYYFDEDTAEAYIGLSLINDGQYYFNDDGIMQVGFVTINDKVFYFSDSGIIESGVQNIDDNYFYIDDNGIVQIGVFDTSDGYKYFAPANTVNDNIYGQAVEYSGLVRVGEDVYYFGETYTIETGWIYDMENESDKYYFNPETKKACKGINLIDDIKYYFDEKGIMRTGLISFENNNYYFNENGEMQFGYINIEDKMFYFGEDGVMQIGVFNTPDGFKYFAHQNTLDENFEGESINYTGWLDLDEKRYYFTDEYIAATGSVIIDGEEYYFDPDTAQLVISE
# * hit, by the source's call; & = joins results of further samples. Some of the compounds tested (hit frequency here may not be typical).
SMILES,TcdB GH inh
COCC(=O)NC[C@H]1N[C@H](CO)[C@@H]1c1ccc(C#CC2CCCCC2)cc1,0.3
CC(C)=CCC[C@H](C)CC1Cc2[nH]c(=S)[nH]c(=O)c2C(c2ccc(Cl)cc2)O1 (some centres undefined),-2.3
COc1cccc(C#Cc2ccc([C@H]3[C@H]4CN(C(=O)C5CC5)CC(=O)N4[C@H]3CO)cc2)c1,0.4
N#Cc1ccc(-c2ccc([C@@H]3[C@@H](CO)N4C(=O)CN(C(=O)C5CCCC5)C[C@H]34)cc2)cc1,1.3
O=C(NCc1ccccc1)[C@H]1CCCN1C(=O)[C@H]1CCCN1C(=O)c1ccc(F)c(F)c1,1.3
CCCNC(=O)N1CC2(CN(Cc3cccc(F)c3)C2)c2c([nH]c3cc(OC)ccc23)[C@H]1CO,2.2
C[C@@H]1CN([C@H](C)CO)S(=O)(=O)c2ccc(/C=C/c3ccccc3)cc2O[C@H]1CN(C)Cc1cccnc1,0.4
CCS(=O)(=O)N1CC(=O)N2[C@H](CO)[C@@H](c3ccc(C#CC4CCCC4)cc3)[C@H]2C1,0.6
CCC(=O)N1CC(=O)N2[C@H](CO)[C@@H](c3ccc(-c4cccnc4)cc3)[C@H]2C1,2.0
CCCNC(=O)N1CC2(C1)[C@H](c1ccccc1)[C@@H](CO)N2C(=O)c1cccnc1,-0.7
CN1C(=O)C(c2cn(C)c3ccccc23)(c2cn(C)c3ccccc23)c2cc(F)ccc21,2.1
COCC(=O)N1CC(=O)N2[C@H](CO)[C@H](c3ccc(C#CC4CC4)cc3)[C@@H]2C1,-0.1
O=C(Cc1ccccn1)N1CC(=O)N2[C@H](C1)[C@H](c1ccc(C#CC3CC3)cc1)[C@@H]2CO,-1.5
CC(C)CC#Cc1ccc([C@@H]2[C@H](CO)N3C(=O)CN(C(=O)c4cnccn4)C[C@@H]23)cc1,0.8
CCCC(=O)N1CC2(CN(Cc3nccs3)C2)c2c([nH]c3cc(OC)ccc23)[C@@H]1CO,0.1
CC(=O)O[C@@H]1C=C[C@@H](C#Cc2ccc(C(C)(C)C)cc2)O[C@@H]1COC(=O)NC(C)C,1.2
COc1cccc(-c2ccc3c(c2)[C@H]2[C@H](CCN2C(=O)NC2CCCC2)[C@H](CO)N3C)c1,-1.6
CCC(C(=O)NC(C)(C)C)n1c(-c2ccc3c(c2)OCO3)nc2ccccc21 (centres undefined),0.0
C[C@H]1CN([C@@H](C)CO)C(=O)c2cc(NC(=O)Nc3cccc4ccccc34)ccc2O[C@H]1CN(C)S(=O)(=O)c1ccc(F)cc1,0.1
CCOC(=O)N1CCN(C(=O)C[C@@H]2C[C@@]3(C(=O)OCC)CCC=C3N(Cc3ccc4c(c3)OCO4)C2=O)CC1,-4.6
O=C1NC[C@@H](CCCCN2C[C@H](Cc3ccccc3)N(Cc3ccccc3)C(=O)C2=O)N(Cc2ccccc2)C1=O,-4.9
CCCNC(=O)N1CC2(C1)CN(Cc1cccc(OC)c1)[C@H](CO)c1[nH]c3cc(OC)ccc3c12,0.1
Cc1cccc(C)c1NC(=O)C(c1ccc(-c2ccccc2)cc1)n1c(=O)c(-c2ccco2)nc2ccccc21 (centres undefined),-1.5
O=C1N(Cc2ccccc2)c2ccc(Br)cc2[C@]12C[C@H](O)CO2,-0.5
CCCCC[C@@H](C)N1C[C@H](COCc2ccccc2)Oc2cc(N3CC[C@H](O)C3)ccc2S1(=O)=O,-1.2
Cc1ccccc1-c1ccc2c(c1)[C@@H]1C[C@H]3[C@@H](CN1CC2)[C@H](C)OC(C1CCCCC1)N3C (some centres undefined),1.3
O=C(NCCN1CCC(n2c(=O)[nH]c3ccccc32)CC1)c1ccccc1C(F)(F)F,0.3
COc1ccc(N2C(c3ccsc3)=Cc3cc4c(cc3C2c2c[nH]c3ccccc23)OCO4)cc1 (centres undefined),1.3
O=C(c1ccccc1F)N1CC2(C1)[C@H](c1ccccc1)[C@H](CO)N2CC1CCOCC1,0.9
Cn1cc([C@]2(O)C(=O)Nc3ccc(F)cc32)c2ccccc21,2.1
CC(C)NC(=O)C1C(c2ccccc2)=Nc2ccccc2N1C(=O)c1ccc(C(F)(F)F)cc1 (centres undefined),-0.2
Cc1ccccc1CN1C(=O)c2ccccc2C1c1nnnn1-c1ccc2c(c1)OCCO2 (centres undefined),1.3
COc1ccc2c3c([nH]c2c1)[C@H](CO)N(S(C)(=O)=O)CC31CN(CC2CCOCC2)C1,-4.7
COC(=O)C1=C(C)N(Cc2cccc(C(F)(F)F)c2)C(=NCc2cccc(C(F)(F)F)c2)NC1c1ccccc1C(F)(F)F (centres undefined),1.4
CC(C)(C)[S@@](=O)N1Cc2cc(C(=O)NCCc3ccncc3)nc(-c3cccc(-c4ccccc4)c3)c2[C@H]1CCO,0.2
COc1cccc(C(=O)N2CCC[C@H]2C(=O)N2CCC[C@H]2C(=O)NCc2ccncc2)c1,-0.6
COC(=O)c1ccc2nc(-c3ccc(C)cc3)c(Cc3cccc(Cl)c3)n2c1,0.6
O=C(C1CCC1)N1CC(=O)N2[C@H](CO)[C@@H](c3ccc(C#CCc4ccccc4)cc3)[C@H]2C1,-1.0
CCN(CC)CCNC(=O)c1ccc(NCN2C(=O)NC(c3ccccc3)(c3ccccc3)C2=O)cc1,-1.5
O=C1CN(S(=O)(=O)c2ccccc2)C[C@@H]2[C@H](c3ccc(C#CCc4ccccc4)cc3)[C@H](CO)N12,-0.9
N#C[C@H]1[C@@H](c2ccccc2C2=CCCC2)[C@H](CO)N1C(=O)C1CCCC1,0.0
COCC(=O)N1CC2(C1)CN(Cc1ccc3c(c1)OCO3)[C@H](CO)c1c2c2ccc(OC)cc2n1C,-0.3
CCN1[C@@H]2c3ccc(-c4cccc(F)c4)c(=O)n3C[C@@H]2[C@@H](CO)[C@@H]1C(=O)OC,-0.4
COc1cccc(C(=O)N2CCC[C@H]2C(=O)N2CCC[C@H]2C(=O)N(C)Cc2ccccc2)c1,2.6
COC(=O)C[C@@H]1CC[C@H](NC(=O)Nc2ccc(F)cc2)[C@@H](CO)O1,1.6
COc1ccccc1-c1ccccc1[C@H]1[C@@H](C#N)N(C(=O)CN(C)C)[C@@H]1CO,-1.3
N#C[C@H]1[C@@H](c2ccccc2-c2ccccc2F)[C@H](CO)N1C(=O)c1ccccn1,-0.7
O=C(Nc1ccc2c(c1)OCO2)N1[C@@H]2CNC[C@H]1C2c1ccc(-c2ccncc2)cc1 (some centres undefined),-0.2
O=C1NC[C@@H](CCCCN2CCN(Cc3ccccc3)C(=O)C2=O)N(Cc2ccccc2)C1=O,-0.1
C[C@@H]1Cc2[nH][nH]c(=O)c2[C@H](C)O1,-0.3
COc1ccc2c3c([nH]c2c1)[C@H](CO)N(C(=O)Nc1ccc(F)cc1)CC31CCN(S(=O)(=O)c2cn(C)cn2)CC1,-0.5
COCC(=O)N1CC(=O)N2[C@H](CO)[C@@H](c3ccc(C#CC4CC4)cc3)[C@@H]2C1,-0.1
O=C(NC1CCCCC1)N1CC2(C1)[C@H](c1ccccc1)[C@@H](CO)N2CC1CCOCC1,0.1
CCCNC(=O)N1CC2(C1)[C@H](c1ccccc1)[C@@H](CO)N2Cc1ccccc1,-0.2
COc1ccc(-c2ccc([C@@H]3[C@H]4CN(C(=O)c5ccccn5)CC(=O)N4[C@H]3CO)cc2)cc1,-0.8
COc1ccc2c3c(n(C)c2c1)[C@H](CO)N(S(=O)(=O)c1ccc(C)cc1)CC31CCN(S(=O)(=O)c2ccc(C)cc2)CC1,0.1
C[C@@H]1CN([C@H](C)CO)C(=O)c2cccc(NC(=O)C3CCOCC3)c2O[C@H]1CN(C)Cc1ccc(C(=O)Nc2ccccc2N)cc1,0.2
O=C(Nc1ccccc1)N1CC(=O)N2[C@@H](CO)[C@H](c3ccc(C#Cc4cccnc4)cc3)[C@@H]2C1,-0.1
COc1ccc2c3c([nH]c2c1)[C@@H](CO)N(C(=O)C1CCC1)CC31CCN(Cc2nccs2)CC1,0.6
CC(C)C[C@H]1CN([C@@H](Cc2ccccc2)CN2CCC[C@H]2CN2C(=O)C(=O)NC[C@@H]2Cc2ccccc2)C(=O)C(=O)N1CCc1ccccc1,2.6
# (continued)
SMILES,TcdB GH inh
COCC#Cc1ccc(CC[C@H]2O[C@H]3CC[C@@H](CO)O[C@H]3C[C@@H]2n2cc(C3(O)CCCC3)nn2)cc1,-12
CC(C)C#Cc1ccc([C@@H]2[C@H]3CN(C(=O)NC4CCCC4)CC(=O)N3[C@H]2CO)cc1,1.5
N#C[C@@H]1[C@H](c2ccccc2C2=CCCC2)[C@H](CO)N1C(=O)Cc1ccncc1,-1.3
Fc1cccc(CN2[C@@H]3CNC[C@H]2C3c2ccc(-c3ccncc3)cc2)c1 (some centres undefined),1.1&-0.3
O=C([C@H]1O[C@@H](n2ccc(=O)[nH]c2=O)[C@H](O)[C@@H]1O)N1CCN(Cc2ccccn2)CC1,0.7
C[C@H]1CN([C@@H](C)CO)C(=O)Cc2cc(NS(=O)(=O)c3cccs3)ccc2O[C@H]1CN(C)S(=O)(=O)c1ccc(Cl)cc1,-9.0
COCC(=O)N1[C@@H](C#N)[C@H](c2ccccc2-c2ccccc2)[C@@H]1CO,1.8
COc1cccc(Cn2cnc(-c3ccccc3OC)c2C2CC2)c1,-4.2
CCC(=O)N1CC(=O)N2[C@H](C1)[C@H](c1ccc(C#Cc3cccc(F)c3)cc1)[C@@H]2CO,-3.4
CC(C)(C)NC(=O)C(c1ccnc2ccccc12)n1c(=O)c(-c2ccccc2)nc2ccccc21 (centres undefined),1.3
Fc1ccc(-c2ccc(C3[C@@H]4CN(Cc5ccccc5)C[C@H]3N4)cc2)cc1 (some centres undefined),0.9&0.8
Cc1ccc(-c2ccccc2[C@@H]2[C@@H](CO)N(C(=O)Cc3cccnc3)[C@H]2C#N)cc1,1.2
O=C(Nc1ccc2c(c1)OCCO2)C(c1ccncc1)n1c(=O)c(-c2ccco2)nc2ccccc21 (centres undefined),1.4
CC(C)(C)C(=O)c1c(N)[nH]c(C(=O)c2ccccc2)c1-c1ccc([N+](=O)[O-])cc1,2.5
O=C(O)c1cc(S(=O)(=O)N2CC3CC(C2)c2cccc(=O)n2C3)ccc1F (centres undefined),0.6
CN(C(=O)[C@H]1O[C@@H](n2cnc3c(=O)[nH]c(N)nc32)[C@H](O)[C@@H]1O)C1CCCCC1,0.3
COCC(=O)N1CC[C@H]2[C@H](CO)Nc3ccc(C#Cc4ccccc4)cc3[C@H]21,-1.4
O=C1CCCCCC(=O)[C@H](O)C[C@H](c2ccccc2)O1,1.6
O=C1C(=Cc2ccc(Cl)cc2)Cc2ccccc21,-0.2
CN(Cc1ccccc1)C(=O)[C@@H]1CCCN1C(=O)[C@@H]1CCCN1C(=O)c1cccc2ccccc12,-0.3
OC[C@@H]1CC[C@@H]2O[C@H](CCc3ccc(-c4ccc(F)cc4)cc3)[C@H](n3cc(C4CC4)nn3)C[C@@H]2O1,2.0
O=C(C1CCCC1)N1CC2(C1)[C@@H](c1ccccc1)[C@@H](CO)N2Cc1ccccc1F,1.0
COc1ccc2c3c(n(C)c2c1)[C@H](CO)N(C(=O)Nc1ccc(F)cc1)CC31CN(CC2CCOCC2)C1,-2.7
COC(=O)C1=C(C)N(C)C(=NCc2ccccc2)NC1CCc1ccccc1 (centres undefined),1.7
COCC(=O)N1CC(=O)N2[C@@H](CO)[C@@H](c3ccc(-c4cccnc4)cc3)[C@@H]2C1,0.2
C[C@@H]1CN([C@H](C)CO)C(=O)Cc2cc(NC(=O)Nc3ccc(F)cc3)ccc2O[C@H]1CN(C)Cc1ccc(Cl)c(Cl)c1,-1.5
CS(=O)(=O)N1CC(=O)N2[C@H](CO)[C@H](c3ccc(C#Cc4ccc(F)cc4)cc3)[C@@H]2C1,-9.9
O=C(c1ccccc1)N1CC(=O)N2[C@H](CO)[C@H](c3ccc(-c4ccccc4)cc3)[C@@H]2C1,2.2
COc1ccc2c3c([nH]c2c1)[C@@H](CO)N(C(=O)c1cccc(F)c1)CC31CCN(C(=O)c2ccccc2)CC1,2.2
Cc1ccc(S(=O)(=O)N(C)C[C@@H]2Oc3ccc(NC(=O)Nc4ccc5c(c4)OCO5)cc3C(=O)N([C@H](C)CO)C[C@@H]2C)cc1,-2.4
CC=Cc1ccc2n(c1=O)C[C@@H]1[C@@H](CO)[C@H](C(=O)NCC(F)(F)F)[C@H]2N1C(=O)C1CCCC1 (mixture of isomers),-1.2
CO[C@H]1CN(C)C(=O)c2cc(NC(=O)CC(F)(F)F)ccc2OC[C@@H](C)N(C(=O)c2ccccc2F)C[C@@H]1C,-0.2
